# SENP1 inh – blocks the human SENP1 SUMO protease catalytic domain | Q9P0U3 | recombinant SENP1 catalytic domain, CyPet-SUMO1-YPet FRET cleavage | inhibition, % at 10 µM | actives 0.21% (n = 360,000);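 active = inhibition at least 30% at 10 µM, raw YFP signal under a set limit, fluorescence ratio 0.5 to 1.5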;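 note: 0% = enzyme with DMSO and 100% = no enzyme wells; some results filed as inactive read as strong as hits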
# Target sequence (Q9P0U3 419-644 limits assumed): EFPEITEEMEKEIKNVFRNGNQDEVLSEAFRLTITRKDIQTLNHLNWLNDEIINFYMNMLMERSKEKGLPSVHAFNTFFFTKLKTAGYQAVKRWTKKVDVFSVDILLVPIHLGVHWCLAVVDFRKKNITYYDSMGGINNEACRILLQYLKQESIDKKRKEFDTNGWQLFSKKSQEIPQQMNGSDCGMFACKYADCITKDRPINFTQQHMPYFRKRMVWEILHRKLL
#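 Assay system – human recombinant His6-tagged SENP1 catalytic domain enzyme · Input – SENP1 enzyme, 20 pM final · Buffer or medium – Tris pH 8 buffer plus EDTA, NaCl, BME, BSA, NP40, catalase · Schedule – 50 min reaction at room temperature · Technique – FRET read of cyan and yellow fluorescence · Control set – no-enzyme wells low, DMSO-plus-enzyme wells high control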
# SENP7 inh – inhibitors of human SENP7 protease; recombinant SENP7, Z-RLRGG-aminoluciferin luminescence, 40 min; inhibition, % at 5 µM; Q9BQF6; actives 1.5% (n = 330,000);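 active = inhibition above about 50% at the single test dose, limit read from the data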;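 note: plate controls were DMSO with enzyme for no effect and no enzyme buffer wells for full effect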
# Target sequence (Q9BQF6 706-1050 limits assumed): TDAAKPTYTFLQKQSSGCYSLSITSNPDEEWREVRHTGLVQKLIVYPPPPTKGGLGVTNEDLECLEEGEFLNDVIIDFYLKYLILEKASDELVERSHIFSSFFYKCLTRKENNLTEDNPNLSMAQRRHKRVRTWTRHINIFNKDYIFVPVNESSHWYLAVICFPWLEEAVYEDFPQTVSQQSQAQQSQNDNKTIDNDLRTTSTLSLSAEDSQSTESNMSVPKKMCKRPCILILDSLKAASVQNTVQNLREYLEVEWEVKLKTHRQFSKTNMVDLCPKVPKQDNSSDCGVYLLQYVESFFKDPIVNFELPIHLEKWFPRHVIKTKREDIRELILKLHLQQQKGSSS
# HKDC1 inhibitor – HKDC1 (human) hexokinase inhibition | inhibition, % at 20 µM | Q2TB90 | actives 0.16% (n = 340,000) | recombinant HKDC1, G6PDH/diaphorase resazurin coupled fluorescence;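 active = inhibition above about 35% when tested at 20 µM, limit read from the data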;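 note: plate controls were DMSO wells with enzyme for no effect and DMSO wells lacking enzyme for full effect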
#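 Material: recombinant HKDC1 hexokinase; Amount: HKDC1 at 5 µg/mL; Medium: Tris pH 8.0 buffer with MgCl2, Tween-20, BSA, BME; Schedule: 90 min reaction incubation at room temperature, dark; Technique: coupled resazurin fluorescence, excitation 525 nm, emission 613 nm.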
# SENP8 block-1 – SENP8 (human) protease inhibition; Q96LD8; recombinant SENP8, Nedd8 substrate fluorescence; inhibition, % at 20 µM; actives 0.64% (n = 360,000); AID 602440; in the data active = inhibition mostly above about 40%, no sharp cut-off; inactive = mostly below about 27%
# Apaf-1 inh – human Apaf-1 inhibition. AID 489030. O14727. actives 0.71% (n = 330,000). reconstituted apoptosome caspase-3 activity, DEVD-Rh110 fluorescence. inhibition, % at 20 µM; active = inhibition of at least 40% at 20 µM;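 note: plate controls were DMSO wells for no effect and DEVD-CHO caspase inhibitor wells for full effect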
#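 System: reconstituted apoptosome with Apaf-1, cytochrome c, caspase-9, procaspase-3, dATP; Signal: Rh110 fluorescence intensity; Schedule: 30 min compound preincubation, 50 min activation, room temperature; Reagent: cytochrome c trigger plus (Z-DEVD)2-Rh110 caspase-3 substrate.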
# PfGluPho inh – PfG6PD (Plasmodium falciparum) enzyme inhibition. inhibition, % at 20 µM. actives 0.78% (n = 350,000). PfGluPho enzyme, NADPH resazurin-diaphorase fluorescence;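 active = inhibition reaching at least a set limit at 20 µM in the primary screen, cut at about 59% in these data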;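 note: 0% = DMSO wells with substrate and 100% = DMSO wells lacking glucose-6-phosphate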
# SENP6 block – inhibitors of human SENP6 protease. Recombinant SENP6 catalytic domain, aminoluciferin luminescence. inhibition, % at 10 µM. actives 1.8% (n = 330,000);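 active = inhibition above about 50% at the single tested dose, limit read from the data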;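 note: plate controls were DMSO wells with enzyme for no effect and DMSO wells lacking enzyme for full effect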
# Target sequence (Q9GZR1 628-1112 limits assumed): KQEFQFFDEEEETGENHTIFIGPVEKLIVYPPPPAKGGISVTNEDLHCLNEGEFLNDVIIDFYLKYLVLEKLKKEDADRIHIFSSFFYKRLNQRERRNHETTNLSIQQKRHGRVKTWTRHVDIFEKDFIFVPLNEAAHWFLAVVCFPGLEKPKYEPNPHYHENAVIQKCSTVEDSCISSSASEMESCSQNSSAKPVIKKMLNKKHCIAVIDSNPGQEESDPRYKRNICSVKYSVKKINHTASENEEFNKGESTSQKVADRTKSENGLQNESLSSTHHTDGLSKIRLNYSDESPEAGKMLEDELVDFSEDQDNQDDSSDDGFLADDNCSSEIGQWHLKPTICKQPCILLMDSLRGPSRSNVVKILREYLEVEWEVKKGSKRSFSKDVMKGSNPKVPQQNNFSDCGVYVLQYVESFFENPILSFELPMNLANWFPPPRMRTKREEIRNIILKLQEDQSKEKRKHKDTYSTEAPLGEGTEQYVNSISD
# SENP8 block-2 – blocks the human protease SENP8; Q96LD8; inhibition, % at 10 µM; purified SENP8, Z-RLRGG-aminoluciferin cleavage, luminescence; AID 2540; actives 1.2% (n = 330,000); in the data active = inhibition above about 50%
# The depositor's hits bear a star; i = inactive; . = no result given.
# A first look (2 entries):
Compound	SENP1 inh	SENP7 inh	HKDC1 inhibitor	SENP8 block-1	Apaf-1 inh	PfGluPho inh	SENP6 block	SENP8 block-2
COC(=O)c1ccc2c(=O)n(CCCCCC(=O)NCCNC(C)=O)c(=O)[nH]c2c1	1	4	-1	-323	-8	-1	15	-1
O=C(CSc1ccccc1[N+](=O)[O-])NC1CCS(=O)(=O)C1 (stereo not drawn)	3	4	9	18	-8	-13	-1	1

# This part in full (from the top)
Compound	SENP1 inh	SENP7 inh	HKDC1 inhibitor	SENP8 block-1	Apaf-1 inh	PfGluPho inh	SENP6 block	SENP8 block-2
COC(=O)c1ccc2c(=O)n(CCCCCC(=O)NCCNC(C)=O)c(=O)[nH]c2c1	1	4	-1	-323	-8	-1	15	-1
O=C(CSc1ccccc1[N+](=O)[O-])NC1CCS(=O)(=O)C1 (stereo not drawn)	3	4	9	18	-8	-13	-1	1
CN(C)c1ccc(S(=O)(=O)N2CCCCC2)cc1NC(=O)C1=COCCO1	0	-4	-1	11	-4	-2	0	5
Cc1ccc(C(c2c(C)nn(-c3ccccc3)c2N)c2c(C)nn(-c3ccccc3)c2N)cc1	1	-5	-2	-162	27	9	-10	20
Cc1ccc(OC(=O)N2CCOCC2)cc1	1	-10	-1	24	-2	-12	-20	-5
CCCN(CCO)Cc1cccc(Br)c1	2	3	-7	13	-20	10	-6	7
Cc1ccc(S(=O)(=O)NC(C(=O)Oc2ccc3ccc(=O)oc3c2)c2ccccc2)cc1 (stereo not drawn)	-103	0	-10	-267	7	30	-3	-2
CC(=O)N1CCN(C(=O)CCCNC(=O)c2ccc(Cl)cc2)CC1	-1	-10	-3	-1	7	-6	2	-3
CC1(C)OCC(COC(=O)Nc2cccnc2)([N+](=O)[O-])CO1	0	-7	-2	14	-6	-4	-13	-3
CCN(CC)S(=O)(=O)c1cc(C(=O)Oc2cccc(-c3cnc4ccccc4n3)c2)ccc1Br	1	28	-3	24	10	1	-10	4
COc1ccc(NC(=S)NC(=O)Cc2ccccc2)cc1	0	0	2	13	0	2	-21	5
CCCn1cc(CN2CCC(Cc3cccc(F)c3)(C(=O)OCC)CC2)c(C)n1	2	-5	-6	12	-18	-7	0	-5
Cn1c(C(=O)O)ccc1S(=O)(=O)N(Cc1ccccc1)Cc1ccccc1	3	6	5	-7	-16	-14	-15	-4
CC(Sc1nc2c([nH]c3ccccc32)c(=O)n1C)c1ccccc1 (stereo not drawn)	0	-9	-4	-5	2	6	18	3
O=C(N/N=C/C=C/c1ccco1)c1cccs1	1	4	-3	-69	5	45	-3	-2
O=C(Nc1nccs1)c1ccc(Cl)nc1	-2	-5	-6	2	-1	28	-7	-6
CCOc1ccc(OCCC(=O)NNC(=O)c2cc(OC)c(OC)c(OC)c2)cc1	1	1	-6	-2	6	5	-14	-5
CC1=CC(C)(C)n2c(O)c(C3=NC(=S)NC3=O)c3cc(OC(=O)c4cccc5ccccc45)cc1c32	-1	-4	1	38	6	0	1	-5
CC(NC(=O)c1cc(F)c(F)c(F)c1F)c1ccc(-n2ccnc2)cc1 (stereo not drawn)	-2	-5	2	-1	-8	-13	3	-3
Cc1cccc(C)c1NS(=O)(=O)c1ccc(-c2cnc(C3CC3)o2)cc1	0	-2	3	-12	9	-4	1	-4
O=C(CN1C(=O)NC2(CCOc3ccccc32)C1=O)Nc1cccc(Cl)c1 (stereo not drawn)	4	4	15	6	-1	0	-1	4
C/C(=N\NC(N)=S)c1ccccc1	4	-3	-7	15	-22	-3	-18	-3
C[C@@H](C(=O)NCCc1ccccc1F)N1C(=O)N2CCc3c([nH]c4ccccc34)[C@@]2(C)C1=O	-3	2	-1	9	-1	25	-3	3
Cc1ccc(CNS(=O)(=O)NCc2ccc(Cl)cc2)cc1	-1	2	-4	10	-8	-3	0	2
COc1ccc(C2c3[nH]c4ccccc4c3CCN2Cc2ccoc2)c(F)c1 (stereo not drawn)	-36	0	-2	-101	11	-2	5	-4
Cc1ccc(-n2nc3cc(C)c(N)cc3n2)cc1	-4	0	12	i	30	22	39	13
CCN1CCN(c2cc(C)c3cc(NC(=S)N4CCCC4)ccc3n2)CC1	-5	6	7	-118	-6	-10	0	-2
Cc1cc2ccccc2c(=O)n1CC(=O)NCC1COc2ccccc2O1 (stereo not drawn)	1	-2	-5	-98	-5	-9	-1	3
O=C(Cn1nnc(-c2ccccc2F)n1)Nc1ccc2c(c1)OCCO2	0	9	-3	8	4	-3	-22	5
COc1ccc(-n2c3c(c(=O)[nH]c2=O)C(NS(=O)(=O)c2ccc(Cl)cc2)(C(F)(F)F)C(=O)N3)cc1 (stereo not drawn)	1	5	0	11	-7	-19	5	7

# Quoted at random: three compounds from above, in no set order.
Compound	SENP1 inh	SENP7 inh	HKDC1 inhibitor	SENP8 block-1	Apaf-1 inh	PfGluPho inh	SENP6 block	SENP8 block-2
O=C(Nc1nccs1)c1ccc(Cl)nc1	-2	-5	-6	2	-1	28	-7	-6
COc1ccc(-n2c3c(c(=O)[nH]c2=O)C(NS(=O)(=O)c2ccc(Cl)cc2)(C(F)(F)F)C(=O)N3)cc1 (stereo not drawn)	1	5	0	11	-7	-19	5	7
Cc1ccc(CNS(=O)(=O)NCc2ccc(Cl)cc2)cc1	-1	2	-4	10	-8	-3	0	2

# Going on with the list.
Compound	SENP1 inh	SENP7 inh	HKDC1 inhibitor	SENP8 block-1	Apaf-1 inh	PfGluPho inh	SENP6 block	SENP8 block-2
Cn1c(CCC(=O)Nc2ccc(N3CCOCC3)cc2)nc(=O)c2ccccc21	0	-1	1	8	11	22	-6	-3
CCOC(=O)CN(c1ccccn1)S(=O)(=O)c1ccccc1	1	4	-5	i	-6	2	-4	4
NC(=O)c1ccsc1NC(=O)CSc1n[nH]c(N)n1	-3	-14	-5	7	1	2	-24	-12
Cc1ccc(S(=O)(=O)/N=S(\C)CC2CC2(Cl)Cl)cc1 (stereo not drawn)	0	-5	-12	3	-7	12	-19	-8
Cc1ccc(C(C)C)cc1OCC(=O)NNC(=O)Nc1ccccc1	2	4	4	7	8	-9	3	-1
O=C(NCc1cccs1)C(NS(=O)(=O)c1cccc2nsnc12)c1ccccc1 (stereo not drawn)	3	4	2	0	-22	6	-1	-1
Cc1ccc2nc(-c3ccccc3)cc(C(=O)NNC(=O)c3csc(N4CCOCC4)n3)c2c1	3	0	1	-53	14	-28	8	9
CC(O)[C@@H](C(=O)N1CCNCC1)n1cc(CCCCN)nn1 (stereo partly drawn)	3	5	-5	7	3	-1	-10	-2
Cc1cccc(NC(=O)NCc2ccc3c(c2)OCO3)c1	3	24	.	11	9	.	18	0
CC(C)c1ccc(NS(=O)(=O)c2ccc(-n3cccn3)cc2)cc1	1	-1	-1	10	22	21	-19	9
Oc1c(Br)cc(C2N=C(c3ccccc3Cl)NO2)cc1Br (stereo not drawn)	0	-1	11	-46	7	1	38	16
C=CCO/N=C(\C)c1c(O)c(C)c(-c2ccccc2)n(-c2ccccc2)c1=O	-1	-1	4	-32	4	4	-16	0
Cc1ccn2cc(CCNC(=O)CC3CCCCC3)nc2c1	-1	0	-6	-73	5	-4	1	4
CC1(C)CC(=O)c2sc(NS(=O)(=O)c3ccc(Br)cc3)nc2C1	-7	-3	16	-27	0	-12	-2	1
COCCOC(=O)C1=C(N)Oc2c(oc(CO)cc2=O)C1c1ccccc1F (stereo not drawn)	2	-2	-2	-1	-6	-2	17	5
CCc1nnc(NC(=O)C2Cc3ccccc3CN2S(=O)(=O)CC)s1 (stereo not drawn)	0	8	1	2	6	7	-3	-2
CC12CCC(C(=O)NCCCN3CCOCC3)(C(Br)C1=O)C2(C)C (stereo not drawn)	1	-5	-2	13	2	9	-32	-7
CCCCOc1ccc(C(=O)Nc2ccc3c(c2)OCO3)cc1	8	26	-8	20	10	14	8	-15
CN1CCN(C(=O)CSc2nnc(COc3ccccc3)o2)CC1	2	4	-3	14	-1	-3	7	-2
COc1ccc(-c2[nH]nc3c2C(c2ccncc2)C(C#N)=C(N)O3)cc1 (stereo not drawn)	2	2	2	22	22	0	17	6
CC(C)OC(=O)c1c(NC(=O)c2ccco2)sc2c1CCCCC2	-5	2	4	-468	19	10	-2	3
O=C(CSc1nc2ccccc2c(=O)[nH]1)Nc1ccccc1O	2	2	-3	3	-2	-2	-7	6
O=c1nc(N2CCCCCC2)nc(N2CCCCCC2)[nH]1	3	16	1	4	7	2	11	0
COC(=O)c1c(NC(=O)CCc2ccc(C)o2)sc(C)c1C	-13	0	4	-44	13	24	-8	4
CC[C@@]1(C(=O)OC)N[C@H](CN(C)C(=O)Nc2ccccc2)[C@@H]2C(=O)N(Cc3ccccc3)C(=O)[C@@H]21	1	5	-1	6	-8	3	-11	0
COc1ccc(C(=O)N2CCN(S(=O)(=O)c3ccc(C)cc3C)CC2)cc1S(=O)(=O)N1CCOCC1	0	.	-4	6	.	5	.	.
O=C(Cn1nc(C(=O)O)c2ccccc2c1=O)Nc1cc(C(F)(F)F)ccc1-n1cncn1	3	-3	1	8	-10	7	-2	-2
Cc1nnc(NCc2n[nH]c(=O)c3ccccc23)c2ccccc12	-1	1	22	10	-15	32	-7	-3
CC[C@@H]1CC=C[C@H]2[C@H]1C(=O)N(Cc1ccccc1)[C@H]2c1ccc(C(F)(F)F)cc1	0	-7	4	10	13	7	1	0
COc1ccc(N=Cc2cccc(C)c2O)cc1Cl	-1	9	-11	13	-3	18	7	3
C/C(=N/NC(=O)c1ccc2nc[nH]c2c1)c1cccs1	3	-10	-10	19	-9	-4	-14	-4
COc1ccc(S(=O)(=O)Nc2ccccc2C(=O)NCc2ccco2)cc1Br	2	-14	3	-172	5	-25	-6	-1
CCOc1ccc(C2NC(=O)c3n[nH]c(C)c32)cc1 (stereo not drawn)	3	9	-4	9	5	-7	-7	-13
NS(=O)(=O)c1cccc(NS(=O)(=O)c2ccc(/C=C/C(=O)OCC(=O)c3ccccc3)cc2)c1	1	-7	1	11	-3	-22	-3	-5
COc1cccc(CC(=O)OCC(=O)NC2(C#N)CCCCC2)c1	1	-6	-5	1	1	0	5	-8
COc1ccc(NCCNc2ccc(OC)cc2)cc1	5	3	15	17	13	11	10	-2
CCn1c(=O)c(C(=O)CN2CCCc3ccccc32)c(N)n(Cc2ccccc2)c1=O	-30	6	7	-29	19	9	0	-5
CN(C)S(=O)(=O)n1cc(/C=C(\NC(=O)c2ccccc2Cl)C(=O)NCCCN2CCOCC2)c2ccccc21	2	0	-2	3	-4	19	-1	-7
COc1ccc(/C=C/C(=O)NC(=S)NNC(=O)Cc2cccs2)cc1OC	-2	-5	-16	-191	15	12	-15	-3
Cc1nc2ccc(NC(=O)c3cccs3)cc2s1	-1	-2	2	2	6	5	-7	-12
Cc1cc(C)cc(OCC(=O)Nc2cc(C)on2)c1	0	3	-2	1	3	4	-1	4
COC(=O)c1ccc(C)c(NC(=O)CSc2sc3c(O)cc(=O)[nH]c3c2C#N)c1	-15	7	4	-23	14	12	8	9
Cc1ccc(S(=O)(=O)NCc2ccccc2)cc1C(=O)N(C)Cc1ccc(F)cc1	1	5	-4	4	19	7	-6	-3
O=[N+]([O-])c1ccc(C2=Nn3c(Cn4nnc5ccccc54)nnc3SC2)cc1	1	8	-8	15	-12	57	11	5

# High-throughput results from PubChem BioAssay.
